Bioassay records deposited in PubChem by several laboratories.
XIAP antagonists: small molecules displacing peptide from XIAP – biochemical, IAP family, fluorescence polarization (AID 1018) | XIAP BIR domain, fluorescence polarization peptide displacement; higher % means a stronger effect | displacement, % at 20 µM; hits with a dose series show IC50 in µM | 200,000 tested, 0.007% active; in the data active = displacement above about 50%; also: a part of the inactive calls stands beside numbers as strong as those of hits
Yfh1-off respiration: enhancers of respiration in Yfh1-depleted yeast, dose response, Friedreich's ataxia, plus single-dose screen (AID 1465); S. cerevisiae Yfh1-off respiration, WST-1 reduction, 72 h; higher fold induction means a stronger effect; fold induction at 50 µM; hits with a dose series show EC50 in µM; 220,000 tested, 0.074% active;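 active = fold induction of absorbance versus untreated yeast above a set limit, then at least 30% activation at any dose in follow-up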;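 also: activators that raise dye reduction in frataxin-depleted yeast; strong numbers were not always called active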
TNAP activation fold: stimulation of alkaline phosphatase TNAP activity – biochemical, luminescent, no phosphate acceptor, uHTS, primary screen (AID 1001). purified TNAP, luminescent activation assay, no phosphate acceptor; higher activation fold means a stronger effect. activation fold at 20 µM, or EC50 in µM where a hit was titrated. 200,000 tested, 0.03% active; in the data active = activation fold from about 3, or a potency from the dose series; inactive = the rest, 99 in 100 with activation fold below about 1.6; also: many of its hits are not listed in these tables
P. falciparum M1AAP: malaria alanyl aminopeptidase activity blockers – biochemical, fluorogenic H-Leu-NHMec substrate, 1536-well (AID 1445); recombinant M1AAP, H-Leu-NHMec fluorogenic kinetic assay; higher % means a stronger effect; inhibition, % at 30 µM; hits with a dose series show IC50 in µM; 220,000 tested, 0.42% active;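 active = primary inhibition above the hit cutoff, then over 50% inhibition at one or more dose response concentrations, cut at about 23% in these data, passing the limit was not always enough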;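 also: plate controls were DMSO full reaction for no effect and no enzyme background for full effect; strong numbers were not always called active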
PMI inhibitors: inhibitors of human PMI, primary screen, biochemical, fluorescence intensity, coupled assay (AID 1209). purified PMI enzyme, coupled fluorescence intensity; higher % means a stronger effect. one-dose inhibition, % at 20 µM; IC50 in µM for titrated hits. 190,000 tested, 0.42% active;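 also: plate controls were DMSO vehicle for no effect and wells lacking substrate for full effect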
PMI inhibition: human PMI inhibitors, high substrate, primary screen, biochemical, fluorescence intensity, high mannose 6-phosphate (AID 1220) | recombinant PMI enzyme, coupled fluorescence intensity; higher % means a stronger effect | inhibition, % at 20 µM; hits with a dose series show IC50 in µM | 190,000 tested, 0.66% active
M17LAP inhibition: P. falciparum M17LAP inhibitors, primary screen, biochemical, fluorogenic H-Leu-NHMec substrate, 1536-well (AID 1619); inhibition, % at 30 µM; hits with a dose series show IC50 in µM; 220,000 tested, 0.38% active; recombinant M17LAP, H-Leu-NHMec fluorogenic kinetic assay; higher % means a stronger effect;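 active = compound inhibiting the enzyme by more than half at any dose during confirmatory dose-response retesting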;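 also: plate controls were full reaction with DMSO carrier for no effect and no enzyme background for full effect; strong numbers were not always called active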
LYP inhibition: PTPN22 lymphoid phosphatase activity blockers – biochemical, fluorescence intensity, uHTS (AID 1779) | recombinant LYP phosphatase, fluorescence intensity; higher % means a stronger effect | one-dose inhibition, % at 11.5 µM; IC50 in µM for titrated hits | 290,000 tested, 0.054% active;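 also: plate controls were vehicle with enzyme for no effect and no enzyme for full effect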
WT yeast gro inh: growth inhibition of WT yeast, mitochondrial fusion screen; mitochondrial fusion phenotypic screen, WT strain; inhibition, % at 10 µM; 190,000 tested, 2.1% active; AID 1362; in the data active = inhibition above about 58%; tested in S. cerevisiae
WT yeast gro inh mutant strain: also measured in WT yeast gro inh; calls as there; inhibition, %; mitochondrial fusion phenotypic screen, mutant strain inhibition
Active calls of the source: *; i = inactive; . = not tested or not shown; & = joins results of further samples. Rule as the data show it, unless noted: active = inhibition above about 50%; inactive = the rest.

SMILES	XIAP antagonists	Yfh1-off respiration	TNAP activation fold	P. falciparum M1AAP	PMI inhibitors	PMI inhibition	M17LAP inhibition	LYP inhibition	WT yeast gro inh	WT yeast gro inh mutant strain
CC(C)(C)N1C(=O)c2ccc(C(=O)Nc3nccs3)cc2C1=O	0.6%	i	1.1	10%	-5%	8%	4%	-2%	19	11
CCOC(=O)C1(C)NC(c2ccco2)C2C(=O)N(C)C(=O)C21 (stereo not given)	-5.6%	i	1	-1%	-1%	-6%	-7%	-5%	-4	-4
Cc1cc(C)c(S(=O)(=O)Nc2cccc(/C=C/C(=O)O)c2)c(C)c1	-2.3%	i	1.1	3%	10%	7%	7%	-5%	-12	14
C/C=C/c1ccc(OCCOc2cc(C=O)ccc2OC)c(OC)c1	-3.4%	i	1	89µM*	2%	2%	9%	-1%	5	0
CC1=NN(c2ccccc2)C(=O)/C1=C\c1sccc1C	.	i	.	8%	.	.	5%	-4%	.	.
O=C(c1ccc2nc(-c3ccco3)c(-c3ccco3)nc2c1)N1CCN(c2ccccc2)CC1	-0.8%	i	1.1	14%	10%	-17%	6%	8%	38	20
Cc1ccc(Cl)cc1NC(=S)N(CCN(C)C)C(C)c1ccccn1 (stereo not given)	-7.3%	i	1.1	0%	-7%	-4%	6%	-6%	10	16
COC(=O)C1=C(Nc2ccc(C)cc2)C=C(C)C(C(=O)OC)C1c1ccc(OC)cc1 (stereo not given)	-2.3%	i	1	-4%	10%	28%	10%	-3%	70*	22*
CN(CC(=O)NC1CCCCC1)S(=O)(=O)c1ccc(Cl)cc1	-7.1%	i	1.1	-1%	5%	2%	14%	2%	-4	3
O=C(NC1CCCCC1)C(=S)NC1CCCCC1	-4.4%	i	1	0%	3%	-3%	-4%	1%	-1	12

Shown with two lines to a compound: ten of the compounds above.
Under each structure – XIAP antagonists, Yfh1-off respiration, TNAP activation fold, P. falciparum M1AAP, PMI inhibitors, PMI inhibition, M17LAP inhibition, LYP inhibition, WT yeast gro inh, WT yeast gro inh mutant strain
- CC(C)(C)N1C(=O)c2ccc(C(=O)Nc3nccs3)cc2C1=O
    0.6%, i, 1.1, 10%, -5%, 8%, 4%, -2%, 19, 11
- CCOC(=O)C1(C)NC(c2ccco2)C2C(=O)N(C)C(=O)C21 (stereo not given)
    -5.6%, i, 1, -1%, -1%, -6%, -7%, -5%, -4, -4
- Cc1cc(C)c(S(=O)(=O)Nc2cccc(/C=C/C(=O)O)c2)c(C)c1
    -2.3%, i, 1.1, 3%, 10%, 7%, 7%, -5%, -12, 14
- C/C=C/c1ccc(OCCOc2cc(C=O)ccc2OC)c(OC)c1
    -3.4%, i, 1, 89µM*, 2%, 2%, 9%, -1%, 5, 0
- CC1=NN(c2ccccc2)C(=O)/C1=C\c1sccc1C
    ., i, ., 8%, ., ., 5%, -4%, ., .
- O=C(c1ccc2nc(-c3ccco3)c(-c3ccco3)nc2c1)N1CCN(c2ccccc2)CC1
    -0.8%, i, 1.1, 14%, 10%, -17%, 6%, 8%, 38, 20
- Cc1ccc(Cl)cc1NC(=S)N(CCN(C)C)C(C)c1ccccn1 (stereo not given)
    -7.3%, i, 1.1, 0%, -7%, -4%, 6%, -6%, 10, 16
- COC(=O)C1=C(Nc2ccc(C)cc2)C=C(C)C(C(=O)OC)C1c1ccc(OC)cc1 (stereo not given)
    -2.3%, i, 1, -4%, 10%, 28%, 10%, -3%, 70*, 22*
- CN(CC(=O)NC1CCCCC1)S(=O)(=O)c1ccc(Cl)cc1
    -7.1%, i, 1.1, -1%, 5%, 2%, 14%, 2%, -4, 3
- O=C(NC1CCCCC1)C(=S)NC1CCCCC1
    -4.4%, i, 1, 0%, 3%, -3%, -4%, 1%, -1, 12

Next section.
SMILES	XIAP antagonists	Yfh1-off respiration	TNAP activation fold	P. falciparum M1AAP	PMI inhibitors	PMI inhibition	M17LAP inhibition	LYP inhibition	WT yeast gro inh	WT yeast gro inh mutant strain
O=[N+]([O-])c1cc([N+](=O)[O-])c(N2CCOCC2)cc1NCc1ccccc1	-2.4%	i	1.1	4%	21%	12%	7%	4%	20	37
Fc1c(F)c(F)c(/C=N/NC(=S)Nc2cccnc2)c(F)c1F	-17%	i	1.1	2%	11%	10%	53%	2%	2	8
Cc1ccc(N2CC(C(=O)NCc3cccs3)CC2=O)cc1C (stereo not given)	-0.4%	i	1.1	-6%	2%	-4%	-2%	-4%	-5	0
Cc1ccc(S(=O)(=O)c2cc3c(=O)n4cccc(C)c4nc3n(Cc3ccco3)c2=N)cc1C	-3.3%	.	1	.	-1%	10%	.	-2%	.	.
CC(=O)c1sc(-c2cccc(Cl)c2)nc1C	-4.7%	i	1.1	4%	2%	2%	0%	-5%	-8	7
CCn1c(SCC(=O)c2ccc(CNC(C)=O)o2)nnc1-c1cccs1	-4.3%	i	1.1	4%	-9%	-3%	13%	-7%	7	25
COc1ncccc1C(=O)N1CCCC(C(=O)c2cccc(OC(C)C)c2)C1 (stereo not given)	-9.2%	i	1	0%	7%	1%	0%	-5%	-25	-16
CC(C)=CCc1c2c(c3occ(-c4ccc(O)cc4)c(=O)c3c1O)C=CC(C)(C)O2	-2.8%	i	1	-6%	17%	3%	-2%	10%	54	-7
CCCCn1c(SCc2ccc(C(=O)OC)o2)nc2cc(S(N)(=O)=O)ccc21	-6.6%	i	1	7%	-1%	-5%	2%	-3%	-12	-20
Cc1cccc(NC(=S)N(CCN(C)C)C(C)c2cccnc2)c1 (stereo not given)	-6.4%	i	1	-1%	-6%	-11%	0%	-5%	-1	3
Cc1cc(C)nc(/N=C(\N)Nc2ccc3c(c2)OCCO3)n1	3.8%	i	1.1	7%	8%	2%	-12%	-8%	14	8
Cc1cc(S(=O)(=O)Nc2ccccc2C)ccc1F	-0.6%	i	1.1	5%	4%	10%	5%	-1%	-3	-10
Brc1csc(/C=N/Nc2nc3ccccc3s2)c1	-0.7%	i	1.4	2%	0%	1%	0%	2%	24	-7
O=C(Nc1ccc(F)cc1F)c1ccc(-n2cncn2)nc1	-4.1%	i	1	3%	-6%	-3%	-3%	7%	1	2
COc1ccc(OCC(O)Cn2c(=N)n(CCN3CCCCC3)c3ccccc32)cc1 (stereo not given)	-3.6%	.	1.1	1%	-6%	-5%	3%	-5%	-9	-1
CCOC(=O)COc1ccc(S(=O)(=O)c2ccc(OCC(=O)OCC)cc2)cc1	-1.2%	i	1.2	1%	1%	4%	-4%	0%	7	-6
CCOC(=O)c1oc2ccc(CNC(C)(C)C)c(Cl)c2c1C	-6.2%	i	1.1	-3%	-4%	-6%	-3%	-4%	14	17
O=C(/C=C/c1cccc([N+](=O)[O-])c1)N1CC[C@@]2(O)CCCC[C@H]2C1	.	i	.	3%	.	.	-10%	-9%	.	.
CC(=O)c1ccccc1NC(=O)COC(=O)CCCN1C(=O)c2cccc3cccc(c23)C1=O	-5.1%	i	1.2	3%	5%	-5%	-3%	-6%	5	-8
Cn1c(O)c(/C=C2\C=Nc3ccccc32)sc1=Nc1ccc(C(=O)O)cc1	.	i	.	11%	.	.	10%	2%	.	.
Cc1noc(C)c1S(=O)(=O)N1CCCC(C(=O)Nc2ccc(Cl)cn2)C1 (stereo not given)	-0.5%	i	1.1	7%	-5%	-3%	0%	-2%	6	-9
CCCCOCP(=O)(CCCC)COCCCC	-3.8%	i	1.1	6%	11%	6%	7%	-5%	1	-2
Cc1ccc(NC(=O)/C(=C\c2cccnc2)NC(=O)c2ccco2)cc1	-2.8%	i	1	-3%	4%	19%	-4%	-2%	8	-5
CC(C)OC(=O)CSc1nnc(-c2ccc(Cl)cc2Cl)n1N	-4.8%	i	0.9	9%	-1%	-10%	6%	3%	-21	-8
COc1cccc(C(=O)NCCC2=CCCCC2)c1	-6.6%	i	1.1	2%	14%	5%	-6%	-7%	9	-45
CN(C)c1ccc(/C=C/c2cccc[n+]2[O-])cc1	.	i	.	5%	.	.	22%	-4%	.	.
c1ccc(CNc2ncnc3ccccc23)cc1	-4.7%	i	1	-1%	-20%	-14%	5%	-2%&-5%	-28	-6
CCOC(=O)C(C)(C)Sc1ncnc2nc[nH]c12	-3.8%	i	1	-3%	1%	2%	-5%	-2%	-3	-3
CC1=[N+]([O-])C(C)(C)N(O)C1(C)C	.	i	.	6%	.	.	-2%	-8%	.	.
COc1ccc(N2CCN(C(=O)Cn3nnc(-c4ccc(OC)c(OC)c4)n3)CC2)cc1	-0.6%	i	1.1	5%	6%	8%	1%	-10%	-5	-19
Cc1ccc(-n2ncc(C(=O)Nc3cc(Cl)ccc3Cl)c2C2CCNCC2)cc1	-4.9%	i	1.1	-2%	-20%	-6%	1%	-4%	5	-2
Cn1ncc(Br)c1NC(=O)Nc1ccc(OC(F)(F)F)cc1	.	i	.	-4%	.	.	-4%	-7%	.	.
C=CCSc1nc(Cc2ccc(Cl)cc2)nc2ccccc12	-1.1%	i	1	7%	4%	11%	1%	-6%	-12	-5
COc1cc2[nH]c(=O)n(CCCCCC(=O)NCCc3c[nH]c4ccccc34)c(=O)c2cc1OC	-10%	i	1.1	1%	-1%	0%	15%	1%	28	21
c1ccc(COc2ccc(Nc3ncnc4nc[nH]c34)cc2)cc1	-0.7%	i	2.4	2%	-3%	2%	7%	-7%	-10	-7
O=C(NCc1ccccc1Cl)c1cccc(NC(=O)c2ccccc2)c1	-4.0%	i	1.2	-1%	21%	6%	-8%	-10%	12	24
CC(=O)C(=Cc1cn(-c2ccccc2)nc1-c1ccccc1)C(C)=O	-3.1%	i	1.1	8%	4%	-1%	6%	7%	3	16
COc1ccc2c(c1)O/C(=C\c1ccco1)C2=O	.	i	.	4%	.	.	13%	-2%	.	.
CCC(=O)N1c2ccccc2-c2nnc(SC)nc2OC1c1ccc(OC)c(OC)c1 (stereo not given)	-1.5%	i	1.1	6%	4%	1%	12%	-1%	8	1
Cc1c(C(=O)N/N=C/c2ccc(O)c(Br)c2)sc(N)c1C#N	-3.4%	i	1	12%	-9%	2%	1%	4%	-5	9
Cn1c(=O)c2c(nc(Oc3ccccc3)n2C)n(C)c1=O	-3.7%	i	1	-1%&8%	11%	6%	2%&-5%	-4%&-6%	-3	-11
Cc1nnc(SCC(=O)NC(C)(C)C)n1C1CCCCC1	-6.9%	i	1.1	12%	-3%	-6%	5%	-2%	-18	-1
Cc1cccc(C(=O)N2CCN(c3ccc([N+](=O)[O-])c(N4CCOCC4)c3)CC2)c1	-1.2%	i	0.9	7%	6%	6%	17%	-1%	-2	-4
CCCOc1ncnc2c1sc1nc3c(cc12)COC(C)(C)C3	-3.8%	i	1.1	5%	12%	10%	-14%	-8%	-2	3
CCOC(=O)CCSc1nc(C)cc(C(F)(F)F)c1C#N	3.2%	i	1.1	-11%	13%	9%	-5%	-4%	-2	6
CC(C)(C)n1nnnc1C(c1ccccc1)N1CCc2ccccc2C1 (stereo not given)	-6.3%	i	1.2	12%	4%	-7%	0%	7%	-12	4
